# Screens from PubChem BioAssay.
# FLuc modulator – qHTS profiling assay for firefly luciferase inhibitor/activator using purifed enzyme and Km concentrations of substrates (counterscreen for miR-21 project). Luciferin 4-monooxygenase (Photinus pyralis), P08659. purified FLuc, Km substrates, luminescence inhibition. Potency, µM (doses to about 57.5 µM), inactives show at the top dose activity change, negative = inhibition, usual class: inhibitors. 6.9% of 360,000 active;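 also: potency is read from the fitted curve at half-maximal effect; plate controls were vehicle for no effect and reference inhibitor for full effect; nearly all actives have a fitted effect of over 55% in size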
#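 Biochemical qHTS of compounds, final roughly 60 µM downward over six points, against 10 nM purified firefly luciferase using Km concentrations of substrates (10 uM D-luciferin, 10 uM ATP) in Tris acetate pH 7.5 buffer; luminescence output.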
# ELG1 DNA repair – qHTS screen for small molecules that inhibit ELG1-dependent DNA repair in human embryonic kidney (HEK293T) cells expressing luciferase-tagged ELG1; HEK293T ELG1-luciferase reporter, luminescence, 16 h; DNA damage induced by 5-fluorouridine; Potency, µM (top dose mostly 46.1 µM), without a hit: at the top dose activity change, negative = inhibition, actives largely listed as inhibitors; 2.3% of 330,000 active; AID 504467, 2011; also: potency is read from the fitted curve at half-maximal effect; % is scaled to controls: 0 for no effect and ±100 for the full control effect; nearly all actives have a fitted effect of over 55% in size
#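 Luminescence from the luciferase reporter, measured 30 min after ONE-Glo reagent at room temperature, was the read-out. Beforehand, 2,000 cells per well were exposed for 16 hr at 37 °C to 5-fluorouridine together with compound or vehicle.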
# KCNH2 3.1 block – qHTS for Inhibitors of KCHN2 3.1: Mutant qHTS. Potassium voltage-gated channel subfamily H member 2, brain isoform KCNH2 3.1 (human). U2OS KCNH2 3.1, thallium flux FluxOr; active compounds read low. activity change, % (tested at about 1.8 µM). 0.95% of 340,000 active. AID 720553, 2013;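 active = maximum activity change below -70%; inconclusive = maximum activity change from -70% to -50%; inactive = maximum activity change above -50%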;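 also: thallium influx rate constant from kinetic fluorescence after stimulation buffer; % is scaled to controls: 0 for no effect and ±100 for the full control effect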
#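 Channel expression came from 3.1 mutant virus (1.77 x 10^8 /mL) applied to suspended U2OS cells for 4 h. Flux was tracked with FluxOr dye plus Red40 quencher, and kinetic rate constants normalized to controls.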
# RORgamma inh – qHTS for inhibitors of ROR gamma transcriptional activity. Potency, µM (top dose mostly 53.6 µM), without a hit: at the highest dose activity change, negative = inhibition, usual class: inhibitors. AID 2551, 2010. Drosophila S2 Gal4-RORgamma UAS-luciferase reporter, 20 h. Nuclear receptor ROR-gamma (Mus musculus), P51450. 5.4% of 310,000 active; also: potency is read from the fitted curve at half-maximal effect; % is scaled to controls: 0 for no effect and ±100 for the full control effect; nearly all actives have a fitted effect of over 60% in size
#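 Using a luciferase readout, inhibitors were identified by reduced reporter activity in Drosophila cells coexpressing a copper-inducible Gal4–ROR gamma fusion and UAS-driven Photinus luciferase, incubated 20 hr after 700 uM copper sulfate.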
# NPC1 prom act – qHTS Assay for NPC1 Promoter Activators. Huh7 NPC1 promoter luciferase reporter, 24 h. Potency, µM (series often up to 9.22 µM), for the others: at the highest dose activation, most hits filed as activators. 2.4% of 320,000 active. AID 485313, 2010;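 also: potency is read from the fitted curve at half-maximal effect; % of control where 0% means no effect; nearly all actives have a fitted effect of over 60% in size; reporter is driven by a mutant NPC1 promoter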
#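 NPC1 promoter–luciferase Huh7 cells; 24 h compound; luminescence.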
# MBNL1 CUG block – qHTS Assay for Inhibitors of MBNL1-poly(CUG) RNA binding | AID 2675, 2010 | TR-FRET MBNL1-His/biotin-(CUG)12 binding, 665/545 ratio | 0.036% of 280,000 active | Potency, µM (highest dose often 57.5 µM), for the others: at the highest dose activity change, negative = inhibition, usual class: inhibitors | Muscleblind-like protein 1 (Homo sapiens), Q9NR56; active = well fitted inhibition curve with a large enough effect in the signal ratio, with a control signal flat, not every such curve was filed as active; inconclusive = small, poorly fitted or top-dose-only effect, or effect the other way, or a change in a side signal; inactive = no such curve, though single readings can be large or run the other way; the % refers to the signal ratio; also: potency is read from the fitted curve at half-maximal effect; % is scaled to controls: 0 for no effect and ±100 for the full control effect
#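 Ratiometric TR-FRET (665 over 545 nm, excitation 340 nm) tracks disruption of MBNL1-His/biotin-(CUG)12 complex after 60 min at room temperature, with compounds at 92 nM to 58 uM final.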
# Rab9 promoter act – qHTS Assay for Rab9 Promoter Activators; Huh7 Rab9 promoter-luciferase reporter, luminescence, 24 h; Potency, µM (highest dose often 9.22 µM), for the others: at the top dose activation, negative = inhibition, hits mostly activators; 2.8% of 320,000 active; AID 485297, 2010; also: potency is read from the fitted curve at half-maximal effect; % of control where 0% means no effect; nearly all actives have a fitted effect of over 60% in size
#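 Promoter activation is measured as luciferase luminescence in Huh7 cells stably transfected with a Rab9 promoter–luciferase construct, following 24 h compound exposure at 37 °C and 10 min reagent incubation at ambient temperature.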
# Menin-MLL TR inh – qHTS Assay for Inhibitors Targeting the Menin-MLL Interaction in MLL Related Leukemias: Competition With Texas Red Labeled MLL-derived Mutant Peptide; O00255; Menin + Texas Red MLL mutant peptide, fluorescence polarization; Potency, µM (titrated, usually from 61.6 µM), for inactives: at the top dose FP activity change, negative = inhibition, most hits filed as inhibitors; 0.23% of 270,000 active; AID 1768, 2009; active = well fitted inhibition curve with a large enough effect in the polarisation, with a control signal flat, not every such curve was filed as active; inconclusive = small, poorly fitted or top-dose-only effect, or effect the other way, or a change in a side signal; inactive = no such curve, though single readings can be large or run the other way; the % refers to the polarisation; also: potency is read from the fitted curve at half-maximal effect; % of control where 0% means no effect; many of its hits are not listed in these tables
# Target sequence (O00255 whole entry, looked up): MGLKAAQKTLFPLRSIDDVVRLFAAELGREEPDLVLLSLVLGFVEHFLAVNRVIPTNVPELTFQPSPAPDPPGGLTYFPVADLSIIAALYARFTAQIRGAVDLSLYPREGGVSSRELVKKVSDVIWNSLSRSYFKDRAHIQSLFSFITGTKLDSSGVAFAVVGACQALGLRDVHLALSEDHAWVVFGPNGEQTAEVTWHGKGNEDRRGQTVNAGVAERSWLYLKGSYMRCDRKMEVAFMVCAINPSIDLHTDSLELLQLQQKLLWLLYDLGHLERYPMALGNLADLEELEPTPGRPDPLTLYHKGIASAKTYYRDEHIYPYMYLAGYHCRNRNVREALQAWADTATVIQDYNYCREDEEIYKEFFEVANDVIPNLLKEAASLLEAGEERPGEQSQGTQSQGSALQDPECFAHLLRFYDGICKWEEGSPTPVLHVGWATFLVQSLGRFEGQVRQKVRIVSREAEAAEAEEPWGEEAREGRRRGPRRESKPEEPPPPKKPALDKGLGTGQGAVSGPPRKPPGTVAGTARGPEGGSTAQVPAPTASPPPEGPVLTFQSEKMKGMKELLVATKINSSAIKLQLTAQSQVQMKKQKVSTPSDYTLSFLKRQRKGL
# VP16 counter – VP16 counterscreen qHTS for inhibitors of ROR gamma transcriptional activity. Drosophila S2 Gal4-VP16 UAS-luciferase, luminescence, 20 h. Potency, µM (highest dose often 53.6 µM), without a hit: top-dose activity, negative = inhibition, usual class: inhibitors. 3.5% of 310,000 active. AID 2546, 2010;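 also: Gal4-VP16 expression switched on by copper sulfate through the metallothionein promoter; potency is read from the fitted curve at half-maximal effect; % is scaled to controls: 0 for no effect and ±100 for the full control effect; nearly all actives have a fitted effect of over 50% in size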
# PKM2 activator – qHTS Assay for Activators of Human Muscle isoform 2 Pyruvate Kinase; 0.34% of 260,000 active; Potency, µM (series often up to 57.5 µM), without a hit: at the highest dose activation, usual class: activators; Pyruvate kinase PKM (Homo sapiens), P14618; AID 1631, 2009; purified PKM2, Kinase-Glo ATP luminescence, activation; response scale: 0% is enzyme alone, no compound; also: potency is read from the fitted curve at half-maximal effect; % is scaled to controls: 0 for no effect and ±100 for the full control effect; nearly all actives have a fitted effect of over 55% in size
# Target sequence (P14618 whole entry, looked up, canonical isoform): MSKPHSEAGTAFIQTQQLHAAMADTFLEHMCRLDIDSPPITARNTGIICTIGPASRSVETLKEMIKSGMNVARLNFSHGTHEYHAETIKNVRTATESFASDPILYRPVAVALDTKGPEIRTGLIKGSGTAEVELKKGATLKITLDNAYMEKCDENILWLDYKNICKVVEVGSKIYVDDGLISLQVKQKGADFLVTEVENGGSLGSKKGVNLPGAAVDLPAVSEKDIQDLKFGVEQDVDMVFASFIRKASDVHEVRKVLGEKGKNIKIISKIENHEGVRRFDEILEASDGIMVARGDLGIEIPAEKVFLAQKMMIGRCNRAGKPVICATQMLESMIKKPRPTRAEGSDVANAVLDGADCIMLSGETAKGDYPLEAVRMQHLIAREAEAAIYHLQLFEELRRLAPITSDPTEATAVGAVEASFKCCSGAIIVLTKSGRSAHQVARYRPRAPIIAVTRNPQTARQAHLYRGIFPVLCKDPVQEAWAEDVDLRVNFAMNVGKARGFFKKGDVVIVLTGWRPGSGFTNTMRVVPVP
#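 Purified hPK-M2 (>95%) run at intermediate activity with 0.1 mM ADP and 0.5 mM PEP in 50 mM imidazole pH 7.2, KCl, MgCl2; 1 h room temperature. ATP formed read by Kinase-Glo luminescence; normalized to uninhibited and no-enzyme controls.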
# Mito fusion act – qHTS Assay for Small Molecule Inhibitors of Mitochondrial Division or Activators of Mitochondrial Fusion. S. cerevisiae fusion-defective mutant growth rescue, CellTiterGlo 48 h. Potency, µM (highest dose often 46.1 µM), without a hit: top-dose growth rescue (activation), most hits filed as activators. 0.23% of 320,000 active;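 also: potency is read from the fitted curve at half-maximal effect; % of control where 0% means no effect; nearly all actives have a fitted effect of over 45% in size; temperature-sensitive fusion mutants such as fzo1-1 at 37 °C on non-fermentable ethanol glycerol medium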
#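 Read-out: ATP-based luminescence (CellTiterGlo, 10 min ambient) reporting growth of fusion-defective ts yeast after 48 hours at 37C on glycerol/ethanol YPEG medium in the presence of compound.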
# An asterisk follows results filed as active; ? = inconclusive; . = no result given; & = joins results of further samples; [ ] = remark or other dose. Unless noted, calls follow the shape of the dose curve; as a rule, active = well fitted curve in the direction sought with a large enough effect; inconclusive = small, poorly fitted or top-dose-only effect, or another doubt; inactive = no such curve, though single readings can be large; an effect the other way counts as inactive or inconclusive. The list is partial. The share of hits here may be higher or lower than overall.
SMILES	FLuc modulator	ELG1 DNA repair	KCNH2 3.1 block	RORgamma inh	NPC1 prom act	MBNL1 CUG block	Rab9 promoter act	Menin-MLL TR inh	VP16 counter	PKM2 activator	Mito fusion act
CC[C@]1(c2ccccc2OC)C(=O)N(C(=O)OC)N1C(=O)OC	0%	4%	-4	?	-6%	0%	0%	-13%	1%	4%	-2%
CCn1c(SCC(=O)Nc2ccccc2F)nnc1-c1cnccn1	-3%	?	-4	-1%	-2%	-5%	-1%	.	1%	.	-1%
Cc1ccc(N2C(=O)CC(NNc3nc4ccccc4s3)C2=O)cc1C (centres undefined)	2%	9%	-37	?	-4%	.	-2%	?	-8%	1%	8%
O=C(COC(=O)c1ccc(Cl)s1)c1ccc[nH]1	?	6%	7	-13%	0%	0%	-3%	-19%	9%	3%	4%
COc1ccc(CN2CCC(Oc3ccc(C(=O)N4CCCC4)cc3)CC2)c(F)c1	2%	3%	-1	-4%	-3%	-3%	-2%	.	1%	0%	0%
COc1ccc(-c2[nH]ncc2CN2CCCC(C(=O)c3cccc(OC)c3)C2)cc1 (centres undefined)	1%	-4%	-27	0%	-6%	-4%	-14%	-5%	-10%	1%	-4%
CC(=O)c1csc(COc2cc(Cl)cc(Cl)c2)n1	3%	15%	-3	-4%	-1%	-4%	2%	.	1%	2%	11%
O=C1c2ccccc2C(=O)N1c1ccc(S(=O)(=O)N2CCCCC2)cc1	2%	-3%	4	?	1%	?	4%	14%	9%	5%	1%
CC(C)Oc1ccccc1/C=N/NC(=O)C1CCCC1	-2%	12%	-23	33%	0%	2%	-6%	-5%	-10%	-2%	0%
CC(C)c1ccc(N2C(=O)C(Cl)=C(N3CCOCC3)C2=O)cc1	-14%	?	-1	10%	-3%	12%	3%	17%	4%	4%	-2%
Cc1c(/C=N/NC(=O)c2ccc3c(c2)OCO3)cnn1C	?	5%	-5	-20%	1%	0%	2%	?	0%	1%	2%
Cc1cc(-c2ccc(C)c(S(=O)(=O)N3CC(=O)Nc4ccccc43)c2)on1	1%	?	11	24%	2%	2%	-4%	-6%	4%	-3%	-10%
C=CCn1c2c(c(=O)[nH]c1=S)CN(C(C)c1ccccc1)CN2 (centres undefined)	1%	-4%	4	28%	-4%	-1%	0%	-21%	-4%	.	20%
CCn1c(SCC(=O)Nc2ccc(OC)c(S(=O)(=O)N3CCCCC3)c2)nnc1C1CC1	3%	2%	28	.	-1%	.	-5%	.	.	.	-4%
COc1ccccc1-c1nnc(NC(=O)Cc2ccccc2)o1	-12%	4%	-4	2µM*	-8%	-7%	-4%	11%	3.2µM*	8%[0.46 µM]	-8%
Cc1ccc(NC(=O)N2CCC(C(=O)NCc3ccc(F)cc3)CC2)cc1	1%	-12%	-1	3%	-3%	4%	-16%	5%	-10%	2%	3%
COc1ccc(NC(=O)COc2ccccc2Cc2ccccc2)cn1	0%	-2%	7	.	7%	.	2%	.	.	.	13%
COCC(=O)Nc1cccc2ccccc12	-12%	8%	-10	?	3%	4%	0%	.	-19%	-14%	4%
COc1ccccc1NC(=O)c1ccc(NC(=O)COC(=O)C(C)C)cc1	4%	?	-5	-15%	-2%	-4%	-5%	14%	-1%	8%	-2%
Fc1ccccc1CN1CCN(c2ncccn2)CC1	0%	9%	-10	-2%	-2%	-12%	1%	-16%	0%	0%	3%
COC(=O)Nc1cc(C(=O)c2ccc(Cl)cc2Cl)c[nH]1	?	12%	0	-3%	2%	11%	-3%	2%	-2%	.	7%
Cc1cc(=O)oc2cc(NC(=O)Cc3ccccc3[N+](=O)[O-])ccc12	2%	?	-3	2%	-4%	9%	0%	?	5%	-5%	2%
CC(C)c1ccc(NC2CCCN(C(=O)CCN3CCOCC3)C2)cc1 (centres undefined)	1%	1%	-1	3%	-2%	-2%	-1%	-3%	-6%	.	-7%
COc1ccccc1CNC(=O)C1CC(c2c(Cl)cccc2Cl)=NO1 (centres undefined)	-1%	-2%	-12	?	-2%	-1%	-1%	-29%	-12%	6%	3%
CC(C)(O)C#Cc1ccc(C(=O)NCc2ccccc2F)cc1	-15%	?	-4	4%	9%	-4%	4%	4%	-10%	-2%	-1%
CC1(OC(=O)C2CCCC2)C(=O)C=C2C=C(c3ccsc3)OC=C2C1=O (centres undefined)	3%	5%	10	27%&2%	0%	5%	-11%	?	6%&-15%	-7%	-12%
CC(C)CN1C(=O)C(=O)N(CC(=O)Nc2cccc(Cl)c2Cl)C1=O	1%	0%	0	.	-1%	.	-5%	.	.	.	-8%
Cc1cccc(OCCC(=O)Nc2ccc(Cl)cc2F)c1	-6%	24%	2	21%	-3%	-4%	1%	10%	-10%	1%	-5%
Cc1ccccc1-n1c(SCC(=O)N2CCOCC2)nc(O)c(Cc2ccccc2)c1=O	5%	?	-14	-2%	-1%	-5%	-2%	-3%	1%	.	-3%
O=C(O)c1cccc(C(=O)Cc2ccccc2)c1	?	0%	2	21%	15%	-1%	19%	3%	-24%	-22%	-5%
O=C(CSc1nnnn1-c1ccccc1)NCC1(N2CCCCC2)CCCCC1	-1%	8%	9	.	5%	.	0%	.	.	.	-7%
COc1ccc([C@@H]2[C@H]3C(=O)N(c4cccc(C(F)(F)F)c4)C(=O)[C@H]3ON2C)cc1	3%	3%	0	5%	3%	-1%	-4%	13%	-7%	-15%	3%
COc1ccc(/C(O)=C2/C(=O)C(=O)N(CCN3CCOCC3)C2c2ccccn2)cc1OC (centres undefined)	-1%	?	7	7%	-1%	?	1%	-14%	2%	7%	-5%
Cc1cc(OC(=O)C(C)(C)C)c([N+](=O)[O-])c(=O)[nH]1	2%	-1%	2	3%	-6%	-3%	-9%	-1%	2%	-13%	-6%
CCN(CC(=O)Nc1ccc2c(c1)OCO2)Cc1nc2ccccc2c(=O)[nH]1	1%	?	1	2.5µM*	-4%	6%	-1%	4%	7.1µM*	5%	5%
CCN(CC)CCNC(=O)C12CC3CC(CC(C3)C1)C2	5%	10%	3	9%	4%	4%	17%	1%	2%	0%	-2%
COc1ccccc1N1CCN(C(=O)CCc2ccccc2)CC1	3%	8%	0	20%	3%	0%	7%	-14%	?	0%	0%
CC(Sc1nc2ncc(Cl)cc2[nH]1)C(=O)NC1(C#N)CCCCC1 (centres undefined)	16%	?	1	.	-10%	.	1%	.	.	.	-3%
CCCCOc1ccc(C(=O)NC(=S)Nc2ccc(CN3CCOCC3)cc2)cc1	4%	-17%	-5	?	-6%	-7%[11.5 µM]	1%	-3%	1%	-2%	-4%
COc1ccc(Sc2cc(C(F)(F)F)nc(-c3ccccn3)n2)cc1	-1%	?	-11	4µM*	-4%	10%	1%	?	11µM*	1%	-1%
CS(=O)(=O)Nc1ccccc1NS(C)(=O)=O	0%	16%	-8	0%	0%	5%	-10%	.	-10%	-2%	-1%
Cc1c(C)c2ccc(O)c(CN3CCCC3)c2oc1=O	0%	2%	16	-11%	-7%	17%	-5%	-11%	-8%	.	1%
COC(=O)c1cccc(NS(C)(=O)=O)c1	0%	-11%	5	4%	-2%	-10%	-6%	.	-1%	-5%	5%
O=C1C=C(c2cccc(Br)c2)C[C@@H](c2ccc(F)cc2)C1	2%	-20%	-3	.	-3%	.	-7%	.	.	.	?
COc1ccccc1N1CCN(Cc2cccs2)CC1	-20%	7%	19	4%	2%	-12%	-3%	-2%	19%	-3%	5%
Cc1cc(C)n2nc(C(=O)N/N=C/c3cn(C)nc3C)nc2n1	4%	0%	-4	-6%	-4%	8%	-7%	.	3%	0%	1%
